ERb SRC1 inh: inhibitors of ERβ-SRC1 coactivator interaction, primary screen, biochemical, TR-FRET, ERβ LBD, SRC-1 peptide; actives 1.3% (n = 86,000); TR-FRET ER-beta LBD / SRC1-Cy5 peptide binding; receptor agonist-loaded with 1 µM estradiol; inhibition, % at 25.6 µM;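 active = compounds whose percent inhibition of the receptor-coactivator binding signal exceeds about 50% in the single-dose screen, limit read from the data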;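 note: 0% = receptor plus peptide wells without compound and 100% = peptide-only wells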
Target sequence (Q92731 whole entry, looked up, the tested form may be a part): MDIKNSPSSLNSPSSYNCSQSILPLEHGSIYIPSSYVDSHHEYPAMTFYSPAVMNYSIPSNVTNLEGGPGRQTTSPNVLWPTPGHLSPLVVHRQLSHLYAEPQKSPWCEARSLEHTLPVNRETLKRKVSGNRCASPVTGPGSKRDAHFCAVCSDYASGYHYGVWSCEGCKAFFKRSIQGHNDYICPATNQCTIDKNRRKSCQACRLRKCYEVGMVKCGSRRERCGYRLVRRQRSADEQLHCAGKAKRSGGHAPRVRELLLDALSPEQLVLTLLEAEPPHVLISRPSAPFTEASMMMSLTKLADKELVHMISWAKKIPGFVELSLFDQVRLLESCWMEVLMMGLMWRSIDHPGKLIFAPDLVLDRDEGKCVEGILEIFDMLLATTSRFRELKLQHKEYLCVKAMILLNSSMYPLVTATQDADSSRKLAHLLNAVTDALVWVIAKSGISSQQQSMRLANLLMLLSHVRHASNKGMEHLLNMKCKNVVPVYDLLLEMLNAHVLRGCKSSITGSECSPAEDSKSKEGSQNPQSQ
VCAM1 TNFa inh: inhibitors of TNFa-induced VCAM1 expression, primary screen, imaging, HUVEC, TNFa stimulus, immunofluorescence | HUVEC TNFa-induced VCAM-1 immunofluorescence, high-content imaging | inhibition, % at 2 µM | actives 0.48% (n = 95,000);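 active = inhibition above the batch mean plus 3 SD, with images confirmed as a hit by eye, cut at about 37% in these data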;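 note: 0% = TNF-stimulated DMSO wells and 100% = unstimulated control wells; not every result past the cut was called active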
HUVEC tox TNFa: cytotoxicity in TNFa-stimulated HUVEC, primary screen, cytotoxicity control for VCAM1 expression modulator project, imaging, Hoechst nuclei count. AID 848, 2007. HUVEC TNFalpha-stimulated, Hoechst cell count. actives 0.17% (n = 93,000). cell count reduction, % at 2 µM;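 active = cell count reduction exceeding the screen mean by over 5 SD, scaled to untreated wells per plate, cut at about 78% in these data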;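 note: cells counted after 24 h of TNF alpha exposure following the 1 h pretreatment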
Smad3 inh: Smad3/FoxH1 peptide binding inhibitors, primary screen, biochemical, TR-FRET. TR-FRET Smad3/Dy647-FoxH1 peptide binding, europium anti-His. Mothers against decapentaplegic homolog 3 (Homo sapiens), P84022. actives 0.29% (n = 88,000). AID 630, 2007. inhibition, % at 25 µM;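 active = compounds that reduce the energy-transfer binding signal between the protein and its labelled peptide by more than half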;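 note: 0% = Smad3 plus labelled peptide maximal FRET and 100% = peptide-only background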
Target sequence (P84022 whole entry, looked up): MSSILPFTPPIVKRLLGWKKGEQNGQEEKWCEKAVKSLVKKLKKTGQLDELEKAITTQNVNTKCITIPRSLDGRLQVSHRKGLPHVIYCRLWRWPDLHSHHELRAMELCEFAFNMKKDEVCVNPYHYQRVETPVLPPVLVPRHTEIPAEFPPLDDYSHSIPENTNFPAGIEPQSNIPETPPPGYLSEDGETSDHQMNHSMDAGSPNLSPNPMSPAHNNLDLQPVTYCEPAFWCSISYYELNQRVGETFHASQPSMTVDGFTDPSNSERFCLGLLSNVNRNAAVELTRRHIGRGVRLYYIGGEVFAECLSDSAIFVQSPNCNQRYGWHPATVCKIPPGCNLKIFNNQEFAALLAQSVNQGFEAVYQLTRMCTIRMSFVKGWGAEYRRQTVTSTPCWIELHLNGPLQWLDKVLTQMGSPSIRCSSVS
IL1B cytotox: cytotoxicity in IL-1B stimulated HUVEC, primary screen, cytotoxicity control for IL-1B NFkB translocation project, imaging, Hoechst nuclear count, IL-1B stimulus. HUVEC cell count loss. cell count reduction, % at 2 µM. actives 0.41% (n = 94,000). AID 845, 2007;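 active = cell count reduction more than 3 SD above the screen-wide mean, cut at about 70% in these data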;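 note: normalized per plate to untreated control cells as the no-loss baseline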
Candida biofilm: clotrimazole potentiators killing Candida biofilms, primary screen, with clotrimazole, Alamar Blue. C. albicans biofilm + clotrimazole. inhibition, % at 6 µM. actives 0.14% (n = 85,000);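 active = inhibition above 20%; inactive = inhibition below 20%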;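 note: preformed 24 hr biofilms exposed to compound for 48 hr; 0% = biofilm without compound and 100% = blank killed by clotrimazole plus chlorhexidine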
F-actin modifier: modifiers of F-actin cytoskeleton organization, primary screen, imaging, HUVEC, phalloidin staining, high-content imaging | HUVEC TNFa F-actin phalloidin imaging | inhibition, % at 2 µM | actives 0.18% (n = 91,000) | AID 836, 2007;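 active = inhibition above the batch mean plus 3 SD and confirmed as a hit by visual image inspection, cut at about 30% in these data, passing the limit was not always enough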; note: strong numbers were not always called active
sEH inh: soluble epoxide hydrolase inhibitors, primary screen, biochemical, human sEH; recombinant human sEH enzymatic activity assay; inhibition, % at 2 µM; AID 707, 2007; actives 0.34% (n = 91,000); Bifunctional epoxide hydrolase 2 (Homo sapiens), P34913; in the data active = inhibition above about 80%; note: values of inactives mirror those of a sister screen read the other way; many of its hits are not listed in these tables
sEH act: soluble epoxide hydrolase activators, primary screen, biochemical, human sEH | Bifunctional epoxide hydrolase 2 (Homo sapiens), P34913 | purified human sEH enzymatic activity, activator screen | activation, % at 2 µM | actives 0.04% (n = 91,000); in the data active = activation above about 37%; note: values of inactives mirror those of a sister screen read the other way
* marks the source's active call; other numbers are inactive results; / = no result given; [ ] = dose if it differs, or a comment. An excerpt; rates above refer to the full screens.

smiles | ERb SRC1 inh | VCAM1 TNFa inh | HUVEC tox TNFa | Smad3 inh | IL1B cytotox | Candida biofilm | F-actin modifier | sEH inh | sEH act
COC(=O)CNC(=O)Cn1ccc2ccccc2c1=O | 5 | -1 | -28 | -6 | -4 | 7 | 49 | 13 | -15
CCOc1ccc(NC(=O)CSc2nnc(-c3ccncc3)n2CC2CCCO2)cc1 (stereo unspecified) | -22 | -6 | -17 | 5 | -25 | 9 | -6 | -2 | 2
COc1ccccc1C(=O)Nc1ccc(C(=O)O)cc1 | / | -8 | -18 | / | -7 | / | 7 | -11 | 9
O=C(Cc1ccc(Br)cc1)NC1CCCCC1 | -3 | 0 | -18 | 6 | -8 | -2 | 3 | 33 | -35
O=C(NC1CCN(C(=O)N2CCOCC2)CC1)c1ccccc1 | -7 | -13 | -17 | -7 | -130 | -5 | 13 | 5 | -4
CCOC(=O)c1c(CN2CCN(CCO)CC2)n(C)c2cc(Br)c(OC)cc12 | 11 | 8 | -5 | 1 | / | 7 | 3 | / | /
Cc1ccc(S(=O)(=O)Cn2nnnc2CN(Cc2ccco2)CC2CCCO2)cc1 (stereo unspecified) | 9[fluorescence artefact?] | 9 | 17 | -8[fluorescence artefact?] | 6 | 10 | 11 | 4 | -1
O=C(Nc1ccc(-n2nncc2-c2ccco2)cc1)c1cc2ccccc2oc1=O | 65*[fluorescence artefact?] | 6 | -25 | 43 | -43 | 0 | / | -12 | 14
Fc1ccc(N2CCN(c3ncnc4c3nnn4Cc3ccccc3Cl)CC2)cc1 | 45 | 4 | -23 | -5 | 24 | 0 | 12 | 11 | -7
Nc1nnnn1/N=C/c1cccc(Oc2ccccc2)c1 | 5 | -13 | -7 | 15 | -24 | -3 | -9 | / | /
CC1(C)CNC(=O)c2sc(NC(=O)CN3CCOCC3)nc2C1 | -9 | 11 | -16 | 5 | -42 | 7 | 9 | 1 | 2
N#Cc1c(-c2ccco2)cc(C2CC2)nc1SCC(=O)c1ccccc1 | 7[fluorescence artefact?] | -5 | -18 | -8[fluorescence artefact?] | 1 | 6 | -23 | 3 | -4
CCOC(=O)c1nnn(-c2nonc2-n2cccc2)c1CN1CCOCC1 | 5 | 23 | 1 | 19 | -8 | 2 | 8 | -2 | 4
Cc1cc(C(=O)CN2C(=O)NC3(CCCc4ccccc43)C2=O)c(C)n1Cc1ccccc1 (stereo unspecified) | -3 | -3 | -5 | 1 | 12 | -3 | / | 1 | -4
COc1cc2nc(NC(=O)c3ccccc3)[nH]c(=O)c2cc1OC | -1 | 6 | -24 | 2 | -25 | 2 | 2 | 4 | -4

Full records, quoted from the list:
O=C(Cc1ccc(Br)cc1)NC1CCCCC1 across the screens: ERb SRC1 inh = -3; VCAM1 TNFa inh = 0; HUVEC tox TNFa = -18; Smad3 inh = 6; IL1B cytotox = -8; Candida biofilm = -2; F-actin modifier = 3; sEH inh = 33; sEH act = -35
CCOc1ccc(NC(=O)CSc2nnc(-c3ccncc3)n2CC2CCCO2)cc1 (stereo unspecified) across the screens: ERb SRC1 inh = -22; VCAM1 TNFa inh = -6; HUVEC tox TNFa = -17; Smad3 inh = 5; IL1B cytotox = -25; Candida biofilm = 9; F-actin modifier = -6; sEH inh = -2; sEH act = 2
O=C(Nc1ccc(-n2nncc2-c2ccco2)cc1)c1cc2ccccc2oc1=O across the screens: ERb SRC1 inh = 65*[fluorescence artefact?]; VCAM1 TNFa inh = 6; HUVEC tox TNFa = -25; Smad3 inh = 43; IL1B cytotox = -43; Candida biofilm = 0; F-actin modifier = /; sEH inh = -12; sEH act = 14

More entries follow.
smiles | ERb SRC1 inh | VCAM1 TNFa inh | HUVEC tox TNFa | Smad3 inh | IL1B cytotox | Candida biofilm | F-actin modifier | sEH inh | sEH act
CCn1c(CNC(=O)Cc2ccc(OC)cc2)nnc1SCCOc1ccccc1 | 8 | 36 | -2 | -4 | -15 | 7 | -3 | 1 | -1
CN(C)CC#CCCCCCCC#CCN(C)C | 1 | 4 | -15 | -3 | 0 | -1 | 2 | 4 | -2
CCOCCCNC(=O)C(NC(=O)CNC(=O)c1ccccc1)c1ccc(C)cc1 (stereo unspecified) | -5 | 7 | 11 | -7 | 16 | 2 | -11 | 3 | 0
COc1ccc(/C=C/C(=O)c2ccc[nH]2)cc1OC | -19 | 8 | -10 | -16 | 4 | 0 | -1 | -6 | 3
FC(F)(F)C1=CC(c2ccc(Cl)cc2)=NCCN1 | -7 | -11 | 13 | 14 | -1 | 15 | -15 | -7 | 6
CCOC(=O)C1CCN(C(=O)CCCCn2c(=O)[nH]c3ccccc3c2=O)CC1 | 5 | 23 | 6 | 8 | -30 | 9 | -4 | -1 | 0
O=S(=O)(c1ccc2c(c1)OCCO2)N1CCC(n2nnc3cc(C(F)(F)F)ccc32)CC1 | -14[fluorescence artefact?] | -6 | 6 | -9 | 5 | 7 | -16 | -2 | 1
CC(C)(C)c1cc(CN(CCO)CCO)cc(C(C)(C)C)c1O | 4 | 7 | -16 | 5 | 5 | 5 | 2 | -10 | 13
CCCC(=O)Nc1cccc(-c2cn3ccsc3n2)c1 | / | -3 | -5 | / | -7 | / | -2 | 5 | -3
O=c1c2ccccc2nc2c3ccccc3c(NCCN3CCOCC3)nn12 | 2 | 3 | -4 | 8 | -103 | 4 | -6 | -8 | 6
CN1C(=O)c2ccc(N(C)C)cc2C1=O | -10 | 15 | -2 | -11 | -10 | / | 3 | 4 | -4
O=C(Nc1ccc(-c2cn3ccsc3n2)cc1)C1COc2ccccc2O1 (stereo unspecified) | 6 | 9 | -29 | -1 | -12 | 8 | -20 | -2 | -1
CC(=O)N1CCC(C(=O)Nc2nc(-c3ccccc3)ns2)CC1 | / | -7 | -6 | / | -59 | / | 0 | -12 | 11
CCOc1ccc(NC(=O)C2CCCN(C(=O)NCc3ccccc3)C2)cc1 (stereo unspecified) | -10 | -8 | 2 | 4 | -11 | 11 | -5 | 31 | -30
COc1ccc(CNC(=O)[C@H](C)NC(=O)C2CCN(S(=O)(=O)c3ccc(C)cc3)CC2)cc1 | 0[fluorescence artefact?] | 14 | -5 | 8 | -55 | 6 | 26 | 9 | -8

Continued, starting with the last four of the part before.
smiles | ERb SRC1 inh | VCAM1 TNFa inh | HUVEC tox TNFa | Smad3 inh | IL1B cytotox | Candida biofilm | F-actin modifier | sEH inh | sEH act
O=C(Nc1ccc(-c2cn3ccsc3n2)cc1)C1COc2ccccc2O1 (stereo unspecified) | 6 | 9 | -29 | -1 | -12 | 8 | -20 | -2 | -1
CC(=O)N1CCC(C(=O)Nc2nc(-c3ccccc3)ns2)CC1 | / | -7 | -6 | / | -59 | / | 0 | -12 | 11
CCOc1ccc(NC(=O)C2CCCN(C(=O)NCc3ccccc3)C2)cc1 (stereo unspecified) | -10 | -8 | 2 | 4 | -11 | 11 | -5 | 31 | -30
COc1ccc(CNC(=O)[C@H](C)NC(=O)C2CCN(S(=O)(=O)c3ccc(C)cc3)CC2)cc1 | 0[fluorescence artefact?] | 14 | -5 | 8 | -55 | 6 | 26 | 9 | -8
Cc1cccc(NC(=O)COc2ccccc2)c1 | 6 | -2 | -18 | -19 | -19 | / | -1 | -6 | 4
O=c1c2cc(N3CCOCC3)ccc2[nH]c(=S)n1Cc1cccc(Cl)c1 | 0[fluorescence artefact?] | 9 | 5 | -31 | 12 | 7 | 0 | -9 | 8
COC(=O)CSC1=NS(=O)(=O)c2ccccc21 | -5 | 0 | -1 | 4 | -25 | -3 | -15 | 3 | -2
CCOC(=O)C1=C(CSc2nc(-c3ccccc3)ccc2C#N)OC(N)=C(C#N)C1c1ccc(OC)cc1 (stereo unspecified) | 1[fluorescence artefact?] | 16 | -32 | 5 | -6 | 4 | 28 | / | /
CCCc1c(C(=O)OCC)[nH]c2c1C(=O)CCC2 | -5 | 2 | -6 | 1 | 4 | 5 | 3 | -2 | 2
CC(CNC(=O)C1CCCCC1)NC(=O)C1CCCCC1 (stereo unspecified) | -4 | -30 | -19 | -4 | -22 | / | 5 | -13 | 13
CC(C)C(c1nnnn1C(C)(C)C)N1CCN(c2cccc(Cl)c2)CC1 (stereo unspecified) | 0 | -4 | -12 | 2 | 26 | 8 | 37 | 12 | -14
COCCOC(=O)C1=C(C)NC(=O)NC1c1cccs1 (stereo unspecified) | / | 1 | -18 | / | 4 | / | -10 | 17 | -16
Cc1cccnc1Nc1nc(-c2ccc(O)cc2O)cs1 | 40[fluorescence artefact?] | / | / | 10 | -29 | 10 | / | / | /
c1ccc(-c2csc(N3CCc4ccccc4C3)n2)cc1 | / | -5 | -29 | / | -14 | / | 6 | 8 | -9
CC(C)C(c1nnnn1Cc1ccccc1)N(CCCO)Cc1cc2cc3c(cc2[nH]c1=O)OCO3 (stereo unspecified) | -6 | 19 | 0 | 2 | 2 | 11 | 26 | 2 | -1
Cc1ccccc1NC1=C/C(=N\S(=O)(=O)c2cccs2)c2ccccc2C1=O | / | 86* | 32 | / | -24 | / | -2 | 2 | 1
CCOC(=O)COc1cccc2c(=O)n(CC(=O)N3CCN(C(=O)OCC)CC3)ccc12 | -9 | 0 | -16 | -5 | 12 | -2 | 0 | 14 | -15
O=S(=O)(c1ccccc1)c1cnn(-c2ccccc2)c1-c1ccc(Cl)cc1 | / | -7 | -4 | / | 50 | / | 4 | 2 | 0
COc1ccc2cc3cc(C(=O)NCC4COc5ccccc5O4)oc3nc2c1 (stereo unspecified) | / | 1 | -24 | / | -37 | / | 0 | 21 | -21
O=C(/C=C/c1ccccc1)NC(=S)Nc1ccccc1C(=O)NC1CCCCC1 | / | 2 | -3 | / | 5 | / | / | -9 | 6
CCOc1ccc(-n2cc(C(=O)Nc3cccc(OC)c3)c3cc(OC)c(OC)cc3c2=O)cc1 | 14[fluorescence artefact?] | 13 | -1 | -2 | -2 | 5 | -12 | -29 | 29
Fc1ccc(CNc2ncnc3c2cnn3-c2ccccc2)cc1 | -3 | -4 | -7 | 11 | -10 | 2 | -2 | 6 | -4
O=C(Oc1nsnc1N1CCCCC1)N1CCOCC1 | -6 | 24 | -12 | 1 | -20 | 1 | 12 | 7 | -4
CCC(=O)N(CCC(c1ccco1)c1ccccc1OC)Cc1cccs1 (stereo unspecified) | 1 | -23 | 11 | -9 | 9 | 2 | -5 | 6 | -6
Cc1cc(C(=O)OCC(=O)NC(C)C)c(C)o1 | / | -5 | -27 | / | -10 | / | 25 | -7 | 5
Cn1c(=O)c2c(ncn2CC(COCc2ccc(Cl)cc2)OCc2ccc(Cl)cc2)n(C)c1=O (stereo unspecified) | -2[fluorescence artefact?] | -25 | 11 | -1 | 22 | 5 | -13 | 3 | -5
CCCC(=O)Nc1ccccc1NC(=O)c1cc(OC)c(OC)c(OC)c1 | 2[fluorescence artefact?] | 18 | -12 | 5 | -16 | 8 | 5 | -2 | 2
N#C/C(=C(/O)Cc1cccc2ccccc12)c1nc2ccccc2s1 | / | -16 | -3 | / | -5 | / | 18 | -16 | 14
Cc1ccc(-c2nnn(CC(=O)O)n2)cc1 | -6 | 30 | 2 | 7 | 20 | 0 | 0 | -10 | 9
